Screening results as filed in PubChem.
APE1 inh – qHTS Assay for Inhibitors of the Human Apurinic/apyrimidinic Endonuclease 1 (APE1). recombinant APE1, TAMRA/BHQ-2 abasic DNA cleavage fluorescence. hit rate 0.35% among 350,000. Potency, µM (top dose mostly 65.8 µM), without a hit: top-dose activity change, negative = inhibition, hits mostly inhibitors;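 also: potency is read from the fitted curve at half-maximal effect; plate controls were vehicle for no effect and reference inhibitor for full effect; nearly all actives have a fitted effect of over 55% in size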
Target sequence (P27695 whole entry, looked up): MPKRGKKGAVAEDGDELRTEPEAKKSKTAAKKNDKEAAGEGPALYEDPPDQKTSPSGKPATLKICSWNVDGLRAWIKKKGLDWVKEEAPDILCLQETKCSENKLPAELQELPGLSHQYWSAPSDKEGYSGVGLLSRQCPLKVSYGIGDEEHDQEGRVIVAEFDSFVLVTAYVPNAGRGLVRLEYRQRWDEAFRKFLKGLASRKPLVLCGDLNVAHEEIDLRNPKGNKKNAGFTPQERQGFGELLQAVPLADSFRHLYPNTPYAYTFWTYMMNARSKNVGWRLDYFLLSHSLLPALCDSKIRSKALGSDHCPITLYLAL
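Readout is kinetic fluorescence (ex 525, em 598 nm) from cleavage of 50 nM TAMRA/BHQ-2 THF abasic duplex by 0.75 nM APE1, compound added 15 min beforehand at RT.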
GRP78 ERSR act – qHTS for Inducers of the Endoplasmic Reticulum Stress Response (ERSR) in Human Glioma: qHTS; U87-MG GRP78 promoter luciferase reporter, 16 h; Potency, µM, without a hit: top-dose activation, actives largely listed as activators; hit rate 0.02% among 420,000; AID 602332, 2012; also: potency is read from the fitted curve at half-maximal effect; series mostly up to about 76 µM; % of control where 0% means no effect; nearly all actives have a fitted effect of over 35% in size
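Stably transfected U87-MG glioma cells carrying a GRP78-based luciferase sensor; 16 h compound incubation. Luminescence end-point read 10 min after Bright-Glo addition at room temperature.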
LDHA block – qHTS assay for inhibitors of human lactate dehydrogenase; hit rate 0.15% among 480,000; purified LDHA, NADH/diaphorase-resazurin fluorescence; stronger effect = lower value; AID 1347041, 2019; activity change, % (values are at about 110 or 230 µM); in the data active = activity change below about -30%; inconclusive = mostly about -25% to -30%;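 also: plate controls were DMSO wells for no effect and wells without enzyme for full effect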
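Human LDH5 (2 nM) was incubated with 0.06 mM NADH and 0.2 mM pyruvate for 5 min at room temperature in Tris pH 7.4. Remaining NADH was coupled through diaphorase/resazurin, and resorufin fluorescence was read at 0 and 20 min.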
Pol kappa inh – qHTS for Inhibitors of Polymerase Kappa | DNA polymerase kappa (Homo sapiens), Q9UBT6 | purified Pol kappa, fluorescent DNA synthesis assay, 10 min | Potency, µM (doses to about 107 µM), for the others: top-dose activity, negative = inhibition, usual class: inhibitors | hit rate 0.53% among 400,000 | AID 588579, 2011; also: potency is read from the fitted curve at half-maximal effect; % is scaled to controls: 0 for no effect and ±100 for the full control effect
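Fluorescent qHTS in 1536-well format: enzyme (10 nM) and compound sat 15 min at room temperature before 50 nM substrate (final) was added. Signal taken at 0 and 10 min; no-enzyme buffer wells were negative controls.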
Apoferritin bind – qHTS Assay for Identification of Novel General Anesthetics; AID 485281, 2010; hit rate 0.074% among 350,000; Potency, µM (doses to about 77.5 µM), for inactives: top-dose activity change, negative = displacement, hits mostly inhibitors; apoferritin/1-aminoanthracene competitive binding, fluorescence; Ferritin light chain (Equus caballus), P02791; also: potency is read from the fitted curve at half-maximal effect; % is scaled to controls: 0 for no effect and ±100 for the full control effect; nearly all actives have a fitted effect of over 20% in size
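Probe: 1-aminoanthracene (50% saturated, PBS). Protein: horse-spleen apoferritin, 10 uM. Incubation: 10 min, room temperature. Detection: 380 nm excitation, 535 nm emission. Analysis: normalized response, four-parameter Hill.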
POLB inh – qHTS Assay for Inhibitors of DNA Polymerase Beta; P06746; Pol beta primer extension/strand displacement, fluorescence kinetic; Potency, µM (titrated, usually from 114 µM), for inactives: at the top dose activity change, negative = inhibition, most hits filed as inhibitors; hit rate 1.3% among 340,000; also: potency is read from the fitted curve at half-maximal effect; % is scaled to controls: 0 for no effect and ±100 for the full control effect
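10 nM enzyme + cpd, 15 min RT; start with substrate 50 nM final; read 0 min and after 10 min RT. Corrected, normalized data; 4-parameter Hill curve fit.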
POLH inh – qHTS for Inhibitors of Polymerase Eta | hit rate 1.2% among 390,000 | AID 588591, 2011 | recombinant Pol eta, fluorescent DNA replication assay | Potency, µM (titrated, usually from 114 µM), for inactives: at the highest dose activity change, negative = inhibition, most hits filed as inhibitors; also: potency is read from the fitted curve at half-maximal effect; % is scaled to controls: 0 for no effect and ±100 for the full control effect
Target sequence (Q9Y253 whole entry, looked up): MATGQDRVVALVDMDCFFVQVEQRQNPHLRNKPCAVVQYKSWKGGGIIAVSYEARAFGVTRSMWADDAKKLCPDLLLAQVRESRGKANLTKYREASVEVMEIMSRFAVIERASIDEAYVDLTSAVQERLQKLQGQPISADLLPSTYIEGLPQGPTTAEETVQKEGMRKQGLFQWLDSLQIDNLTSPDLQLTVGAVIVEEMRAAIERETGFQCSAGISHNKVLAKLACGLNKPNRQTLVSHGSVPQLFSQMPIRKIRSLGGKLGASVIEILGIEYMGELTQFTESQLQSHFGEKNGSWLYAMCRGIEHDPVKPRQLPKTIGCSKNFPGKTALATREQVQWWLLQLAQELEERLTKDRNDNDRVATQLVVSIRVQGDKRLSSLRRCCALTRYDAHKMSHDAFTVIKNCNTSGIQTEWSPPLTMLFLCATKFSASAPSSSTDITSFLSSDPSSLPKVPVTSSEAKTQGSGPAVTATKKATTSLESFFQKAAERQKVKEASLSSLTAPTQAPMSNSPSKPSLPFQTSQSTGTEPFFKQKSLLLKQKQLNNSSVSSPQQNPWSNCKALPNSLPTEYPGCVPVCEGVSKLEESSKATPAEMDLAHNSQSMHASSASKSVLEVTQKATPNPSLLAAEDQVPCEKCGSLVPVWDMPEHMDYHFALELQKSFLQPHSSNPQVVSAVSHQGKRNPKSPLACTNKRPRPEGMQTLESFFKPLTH
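Pol eta (10 nM) was preincubated with compounds for 15 min at room temperature, after which fluorescent replication substrate (50 nM final) was added to start the reaction. Fluorescence was read kinetically at 0 and 10 min.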
Pol iota inh – qHTS for Inhibitors of Polymerase Iota. DNA polymerase iota (Homo sapiens), Q9UNA4. AID 588590, 2011. Potency, µM (titrated, usually from 115 µM), without a hit: at the highest dose activity, negative = inhibition, hits mostly inhibitors. hit rate 1% among 390,000. Pol iota fluorescent replication assay, 10 min; also: potency is read from the fitted curve at half-maximal effect
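Fluorescent replication assay read twice, at 0 min and 10 min after adding 50 nM (final) substrate. Enzyme (10 nM) and compounds were first incubated 15 min at room temperature; enzyme-free buffer wells were negative controls.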
BLM inh – qHTS Assay for Inhibitors of Bloom's syndrome helicase (BLM); RecQ-like DNA helicase BLM (Homo sapiens), P54132; recombinant BLM DNA unwinding, fluorescence dequenching; Potency, µM (titrated, usually from 56.1 µM), for the others: top-dose activity change, negative = inhibition, hits mostly inhibitors; hit rate 0.2% among 350,000; AID 2528, 2010;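 also: potency is read from the fitted curve at half-maximal effect; plate controls were vehicle for no effect and no enzyme for full effect; nearly all actives have a fitted effect of over 35% in size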
* marks the source's active call; other numbers are inactive results; ? = inconclusive; · = not tested or not shown; & = joins results of further samples; [ ] = dose if it differs, or a comment. Unless noted, calls follow the shape of the dose curve; as a rule, active = well fitted curve in the direction sought with a large enough effect; inconclusive = small, poorly fitted or top-dose-only effect, or another doubt; inactive = no such curve, though single readings can be large; an effect the other way counts as inactive or inconclusive.

1. Cc1ccc(OCC(=O)Nc2ccccc2Sc2ccccc2)c([N+](=O)[O-])n1
2. Cc1ccc(CSCc2ccc(C(=O)O)o2)cc1
3. COc1ccc(C(=O)Nc2cccc(OC(=O)c3ccco3)c2)cc1
4. Cc1coc2c1c(C)cc1oc(=O)c(CC(=O)NCc3ccc(Cl)cc3)c(C)c12
5. Cc1ccc(C)n1-c1ccc(C(=O)NC2CCN(Cc3ccccc3)CC2)cc1
6. COc1ccc(Cc2nc3c([nH]2)c(=O)n(C)c(=O)n3C)cc1OC
7. COc1cc2[nH]c(C(=O)Nc3ccc(F)cc3)cc2c(OC)c1OC
8. O=C(Nc1ccccc1)N(Cc1ccc(F)cc1)c1ccccn1
assay / entry	1	2	3	4	5	6	7	8
APE1 inh	-6%	1%	60%[activator]	·	1%	·	31%	·
GRP78 ERSR act	-2%	-6%	4%	-2%	-3%	-4%	·	1%
LDHA block	0	-2	-5	-14	-7	-8	·	7&3
Pol kappa inh	-19%	1%	-28%	-4%	-2%	-20%	·	4%
Apoferritin bind	?	-7%	-10%	-10%	5%	·	1%	54%[activator]
POLB inh	17%	2%	15%	20%	1%	·	-16%	0%
POLH inh	-17%	2%	-15%	-13%	-22%	-6%	·	-18%
Pol iota inh	8%	-7%	4%	1%	30%	?	·	16%
BLM inh	-9%	-5%	-4%	0%	-15%	·	-10%	-6%

9. COC(=O)C1=C(N)Oc2cc(C)n(C)c(=O)c2C1c1ccc(Cl)cc1 (centres undefined)
10. CCn1c(CNC(=O)c2ccccc2)nnc1SCC(=O)N1CCN(c2ccccc2)CC1
11. CCCOc1ccc(CNC(=O)C2CCN(c3nn4c(=O)cc(C)nc4s3)CC2)cc1
12. COc1ccc(C(=O)NCC(=O)N/N=C/c2c(C)[nH]c3ccccc23)cc1OC
13. COc1ccc(-c2cn3cccnc3n2)cc1Br
14. COc1ccc(CCN=Cc2c(C)[nH]n(-c3ccc([N+](=O)[O-])cc3)c2=O)cc1OC
15. Cc1ccc(CCS(=O)(=O)c2ccc(C(C)(C)C)cc2)cn1
16. COc1ccc(CCNC(=O)c2ccc(Cn3c(=O)c4ccccc4n(Cc4ccccc4Cl)c3=O)cc2)cc1OC
assay / entry	9	10	11	12	13	14	15	16
APE1 inh	-2%	0%	17%	-10%	-3%	1%	-2%	·
GRP78 ERSR act	-4%	-4%	0%&-2%	-5%	0%	-1%	-5%	-2%
LDHA block	4	2	-8&1	2	1	-7	-3	-19
Pol kappa inh	0%	-20%	-1%&1%	7%	-2%	1%	1%	6%
Apoferritin bind	-7%	-1%	-12%&-20%	9%	131%[activator]	-2%	-10%	-6%
POLB inh	-20%	-24%	8%&10%	-28%	-17%	-1%	4%	35%
POLH inh	-8%	-10%	-2%&-11%	-14%	-6%	-20%	-5%	-9%
Pol iota inh	3%	18%	10%&52%	11%	-8%	29%	98%[activator]	18%
BLM inh	-4%	0%	-3%&-2%	-14%	3%	-13%	0%	-2%

17. O=C(COc1cc(=O)n2c(n1)SCCC2)c1ccccc1
18. CCC(=O)N(Cc1cc(=O)[nH]c2ccccc12)c1ccc(OC)cc1
19. Cc1c(Br)c([N+](=O)[O-])nn1C(C)C(=O)N1CCc2ccccc2C1 (centres undefined)
20. CC(OC(=O)c1ccncc1)C(=O)NC1CCCC1 (centres undefined)
21. O=S(=O)(Nc1ccc(-n2cccc2)cc1)c1ccc(F)cc1
22. Cc1ccc(NC(=O)Cn2cccc2)cc1
23. Cc1ccsc1CN(C(=O)c1oc2cc(Br)ccc2c1C)C1CCS(=O)(=O)C1 (centres undefined)
24. N#Cc1c2n(c3c(=O)n(Cc4ccccc4Cl)cnc13)CCCCC2
assay / entry	17	18	19	20	21	22	23	24
APE1 inh	-6%	-2%	55%	19%	-15%	-4%	·	13%
GRP78 ERSR act	-4%	-6%	-4%	-1%	9%	-1%	·	-3%
LDHA block	-5	1	0	-6	-3	-6	-7	-3
Pol kappa inh	-12%	-1%	8%	2%	-3%	-5%[60.1 µM]	-27%	0%
Apoferritin bind	-20%	-4%	-7%	3%	?	-6%	-19%	-11%
POLB inh	-5%	3%	12%	-14%	-22%	0%	4%	23%
POLH inh	-13%	-2%	8%	-15%	-18%	-2%	·	-9%
Pol iota inh	20%	46%[activator]	37%[activator]	20%	106%[activator]	20%	-25%	-16%
BLM inh	-1%	2%	-4%	-3%	-9%	-10%	-8%	-6%

25. Cc1ccc(CNC(=O)CCn2cc(-c3ccc(C)cc3)nc2CCN)cc1
26. NS(=O)(=O)c1ccc(NC(=O)c2ccccc2Cl)cc1
27. CCCN1CCC(NC(=S)Nc2ccc([N+](=O)[O-])cc2)CC1
28. CSCCC(NC(=O)c1ccccc1Br)C(=O)NNC(=O)c1ccco1 (centres undefined)
29. Cc1ccc(C2=NN(C(=O)c3ccco3)C(O)(C(F)(F)F)C2)cc1 (centres undefined)
30. O=C(NCc1ccc(OC(F)(F)F)cc1)C1CC(c2ccc(C(F)(F)F)cc2)=NO1 (centres undefined)
31. Cc1ccc(S(=O)(=O)N2CCOCC2)cc1NC(=O)COC(=O)/C=C/c1ccc(F)cc1
32. COCCC(=O)N1CCCC(C(=O)c2ccc(Oc3ccccc3)cc2)C1 (centres undefined)
assay / entry	25	26	27	28	29	30	31	32
APE1 inh	54%[activator]	11%	4%	-2%	-6%	·	9%	4%
GRP78 ERSR act	-2%	1%	4%	-1%	4%	0%	-5%	0%
LDHA block	-19	-24	-3	-5	-11	3	-2	-7
Pol kappa inh	2%	-3%	-19%	-16%	-16%	0%	-5%	0%
Apoferritin bind	·	-7%	-12%	·	?	·	·	-13%
POLB inh	·	0%	4%	·	-15%	·	·	-18%
POLH inh	?	7%	-4%	4%	-8%	-5%	-12%	-20%
Pol iota inh	47%[activator]	1%	2%	-10%	-12%	4%	21%	1%
BLM inh	·	0%	1%	·	-9%	·	·	-1%

Some entries already given, limited to APE1 inh and Pol kappa inh.
No.	Structure	APE1 inh	Pol kappa inh
5	Cc1ccc(C)n1-c1ccc(C(=O)NC2CCN(Cc3ccccc3)CC2)cc1	1%	-2%
6	COc1ccc(Cc2nc3c([nH]2)c(=O)n(C)c(=O)n3C)cc1OC	·	-20%
7	COc1cc2[nH]c(C(=O)Nc3ccc(F)cc3)cc2c(OC)c1OC	31%	·
8	O=C(Nc1ccccc1)N(Cc1ccc(F)cc1)c1ccccn1	·	4%
9	COC(=O)C1=C(N)Oc2cc(C)n(C)c(=O)c2C1c1ccc(Cl)cc1 (centres undefined)	-2%	0%

Another view of two compounds above:
29) Cc1ccc(C2=NN(C(=O)c3ccco3)C(O)(C(F)(F)F)C2)cc1 (centres undefined)
- APE1 inh = -6%
- GRP78 ERSR act = 4%
- LDHA block = -11
- Pol kappa inh = -16%
- Apoferritin bind = ?
- POLB inh = -15%
- POLH inh = -8%
- Pol iota inh = -12%
- BLM inh = -9%

30) O=C(NCc1ccc(OC(F)(F)F)cc1)C1CC(c2ccc(C(F)(F)F)cc2)=NO1 (centres undefined)
- APE1 inh = ·
- GRP78 ERSR act = 0%
- LDHA block = 3
- Pol kappa inh = 0%
- Apoferritin bind = ·
- POLB inh = ·
- POLH inh = -5%
- Pol iota inh = 4%
- BLM inh = ·

Later entries:
33. COc1ccc(-c2nnc3c4ccccc4c(C)nn23)cc1S(=O)(=O)N1CCN(CCO)CC1
34. CCOC(=O)COc1ccc(S(=O)(=O)Nc2ccc3c(c2)OCCO3)cc1
35. CN1C(=O)C2C(c3ccc(N(C)C)cc3)NN(Cc3ccccc3)C2C1=O (centres undefined)
36. CC(C)c1ccc(CN(Cc2ccco2)c2cnc(S(C)(=O)=O)nc2C(=O)Nc2ccccc2)cc1
37. CC(C)(C)NC(=O)COc1ccc2oc3c(c2c1)CCCC3
38. O=S(=O)(NCc1ccccc1Cl)c1ccc(-c2cnc(C3CC3)o2)cc1
39. Cc1c(NS(=O)(=O)c2ccc(C(=O)NCc3ccccc3)cc2)c(=O)n(-c2ccccc2)n1C
40. COc1cccc(NC(=O)CSc2nc3ccccc3n2C)c1
assay / entry	33	34	35	36	37	38	39	40
APE1 inh	-3%	8%	4%	·	2%	·	1%	20%
GRP78 ERSR act	-4%	-3%	0%	-2%	7%	-2%	-1%	3%&-2%
LDHA block	-2	3	10	3	-3	3&-3	1	-1&-6
Pol kappa inh	0%	-7%[60.1 µM]	-6%	-21%	-10%	-6%[60.1 µM]	7%	0%&8%
Apoferritin bind	1%	10%	?	-21%	-17%	48%[activator]	-15%	-4%&-10%
POLB inh	4%	10%	32%	-26%	-14%	-6%	16%	9%&2%
POLH inh	18%	-8%	-7%	-11%	12%	?	-12%	-9%&-21%
Pol iota inh	-1%	38%	48%[activator]	16%	40%[activator]	5%	-14%	19%&39%
BLM inh	42%[activator]	-4%	-8%	-12%	-5%	-9%	0%	-4%&-6%

41. O/N=C\c1cnc(N2CCN(c3ccccc3)CC2)s1
42. COC(=O)c1ccccc1NC(=O)c1cc(-c2cccs2)on1
43. CC(C)[C@H](NC(=O)C1CC(=O)N(c2ccc3c(c2)OCO3)C1)C(=O)NC1CCCC1 (some centres undefined)
44. COc1ccc(-n2c(-c3ccc(Cl)cc3)cc3c2CC(C)(C)CC3=O)c(OC)c1
45. O=C(CN1CCN(c2ccccc2)CC1)Nc1ccc2c(c1)CCC2
assay / entry	41	42	43	44	45
APE1 inh	6%	18%	10%	·	-6%
GRP78 ERSR act	5%	-2%	-1%	-4%	-1%
LDHA block	-9	-9	6	-2	-3
Pol kappa inh	-27%	-10%	5%	-13%	-4%
Apoferritin bind	-11%	-9%	-9%	-3%	-3%
POLB inh	34%	46%	?	0%	42%
POLH inh	-22%	-2%	32µM*	-15%	-17%
Pol iota inh	23%	8%	16%	-7%	48%[activator]
BLM inh	-5%	0%	-16%	-13%	-7%

A portion of the library. The share of hits here may be higher or lower than overall.
